P. falciparum M1AAP – P. falciparum M1AAP inhibitors, biochemical, fluorogenic H-Leu-NHMec substrate, 1536-well (AID 1445). Aminopeptidase N (Plasmodium falciparum (isolate 3D7)). recombinant M1AAP, H-Leu-NHMec fluorogenic kinetic assay; higher % means a stronger effect. one-dose inhibition, % at 30 µM; IC50 in µM for titrated hits. 220,000 compounds, 0.42% hits;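 active = primary inhibition above the hit cutoff, then over 50% inhibition at one or more dose response concentrations, cut at about 23% in these data, passing the limit was not always enough; inconclusive = conflicting primary data, or primary hits not chosen for dose response; inactive = low primary inhibition, or under 50% at every dose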;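 also: plate controls were DMSO full reaction for no effect and no enzyme background for full effect; strong numbers were not always called active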
P. falciparum M17LAP – P. falciparum M17LAP inhibitors, primary screen, biochemical, fluorogenic H-Leu-NHMec substrate, 1536-well (AID 1619); Leucine aminopeptidase (Plasmodium falciparum (isolate 3D7)); recombinant M17LAP, H-Leu-NHMec fluorogenic kinetic assay; higher % means a stronger effect; one-dose inhibition, % at 30 µM; IC50 in µM for titrated hits; 220,000 compounds, 0.38% hits;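 active = compound inhibiting the enzyme by more than half at any dose during confirmatory dose-response retesting; inconclusive = strong single-dose inhibitors picked by rank but not retested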;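 also: plate controls were full reaction with DMSO carrier for no effect and no enzyme background for full effect; strong numbers were not always called active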
NOD2 inhibition – NOD2 signaling inhibitors, cell-based, luminescence, uHTS, HEK293 (AID 1566). HEK293 NOD2/NF-kB luciferase reporter, luminescence; higher % means a stronger effect. one-dose inhibition, % at 4 µM; EC50 in µM for titrated hits. 290,000 compounds, 0.63% hits; also: many of its hits are not listed in these tables
NOD1 NF-kB reporter – NOD1 signaling inhibitors, primary screen, cell-based, luminescence, uHTS (AID 1578) | NOD1-driven NF-kB luciferase reporter cells, luminescence; higher % means a stronger effect | inhibition, % at 4 µM; hits with a dose series show EC50 in µM | 290,000 compounds, 1% hits; in the data active = inhibition mostly above about 36%, no sharp cut-off; inactive = mostly below about 34%;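 also: HEK-293T reporter cells stimulated with the NOD1 agonist gamma-tri-DAP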
KOR beta-arrestin-1 – KOR antagonists, beta-arrestin recruitment, cell-based, luminescence, uHTS (AID 1778); Kappa-type opioid receptor (Homo sapiens); KOR beta-arrestin recruitment, luminescence, antagonist mode; higher % means a stronger effect; 290,000 compounds, 0.091% hits; one-dose inhibition, % at 10 µM; IC50 in µM for titrated hits; also: strong numbers were not always called active
AID2073 – inhibitors of Mint1-CaV2.2 protein interaction, biochemical, HTRF (AID 2073); HTRF protein-protein interaction, Mint1-CaV2.2; higher % means a stronger effect; Voltage-dependent N-type calcium channel subunit alpha-1B (Homo sapiens); 290,000 compounds, 0.19% hits; one-dose inhibition, % at 20 µM; IC50 in µM for titrated hits; in the data active = inhibition mostly above about 51%, no sharp cut-off; inconclusive = no clear call, values can overlap the other calls; inactive = mostly below about 53%; also: some results filed as inactive read as strong as hits
KOR beta-arrestin-2 – KOR agonists, beta-arrestin recruitment, primary screen, cell-based, luminescence, uHTS (AID 1777); Kappa-type opioid receptor (Homo sapiens); KOR beta-arrestin recruitment, luminescence; higher % means a stronger effect; one-dose activation, % at 10 µM; EC50 in µM for titrated hits; 280,000 compounds, 0.02% hits; in the data active = activation above about 50%, passing the limit was not always enough; also: a part of the inactive calls stands beside numbers as strong as those of hits
GPR55 activation – GPR55 agonists via beta-arrestin recruitment, primary screen, imaging, U2OS cells, beta-arrestin-GFP redistribution (AID 1961); G-protein coupled receptor 55 (Homo sapiens); U2OS GPR55 beta-arrestin-GFP redistribution imaging; higher % means a stronger effect; activation, % at 10 µM; hits with a dose series show EC50 in µM; 290,000 compounds, 0.048% hits;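 active = activation above 40% with more than 50 cells counted in the well; inconclusive = wells holding fewer than 50 cells, flagged as toxic or sparse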;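 also: U2OS osteosarcoma cells stably expressing GPR55 and beta-arrestin-GFP; plate controls were DMSO negative control for no effect and LPI positive control for full effect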
Dynein transport – inhibitors of GR-EGFP nuclear translocation, primary screen, dynein cargo transport inhibitor project, imaging, high-content, 3617.4 mouse cells | z-score, hits read low | AID 1381, 2008 | 220,000 compounds, 0.47% hits | test concentration mostly 20 µM; stimulated with dexamethasone, 1 µM; active compounds read low;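 active = plate z-score of nuclear minus cytoplasmic receptor signal below a set negative limit, without overly bright fluorescence or cell loss, cut at about -3.5 in these data, passing the limit was not always enough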;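 also: z-score of nuclear minus cytoplasmic ring GR-EGFP intensity difference per well; some compounds called inactive have numbers as strong as hits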
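Buffer or medium: tet-free, stripped-serum medium; Also added: dexamethasone, 1.0 µM final; Technique: high-content fluorescence imaging after fixation; Times: 48 h induction, 1 h compound, 30 min dex at 37 °C; Read-out: per-cell GR-EGFP intensity, nucleus versus surrounding cytoplasmic ring, well-averaged.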
Dynein transport cytoplasmic EGFP – second read-out of Dynein transport, no call of its own (marks repeat the call); z-score; measured here: cytoplasmic GR-EGFP intensity; active compounds read high
Dynein transport nuclear GR-EGFP – recorded beside Dynein transport, whose call it bears; z-score; measured here: nuclear GR-EGFP intensity;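 lower value marks the stronger effect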
Dynein transport cell count – second read-out of Dynein transport, no call of its own (marks repeat the call); z-score; measured here: cell count per field
* hit, by the source's call; ? = inconclusive; / = no result given; [ ] = dose if it differs, or a comment. Rule as the data show it, unless noted: active = inhibition above about 50%; inactive = the rest. This is a subset; the hit share may differ from the screen's.

Start of the listing, in advance:
SMILES	P. falciparum M1AAP	P. falciparum M17LAP	NOD2 inhibition	NOD1 NF-kB reporter	KOR beta-arrestin-1	AID2073	KOR beta-arrestin-2	GPR55 activation	Dynein transport	Dynein transport cytoplasmic EGFP	Dynein transport nuclear GR-EGFP	Dynein transport cell count
CCN1C(=O)/C(=C/c2ccc(N(CC)CC)cc2OC)C(=O)NC1=S	2.3%	55.9%	7.8%	28.0%	-53.8%[20 µM]	-27.4%	-4.0%	-0.1%	1.13	2.14	1.11	-1.62
CCCC1=C(C(=O)OCC)C2(C(=O)Nc3ccc(C)cc32)C(C#N)=C(N)O1 (stereo unspecified)	-1.5%	-11.0%	7.5%	2.5%	12.9%	-5.0%	-7.6%	-0.2%	-0.905	-0.362	-0.382	0.235

The whole of this part, previewed entries included:
SMILES	P. falciparum M1AAP	P. falciparum M17LAP	NOD2 inhibition	NOD1 NF-kB reporter	KOR beta-arrestin-1	AID2073	KOR beta-arrestin-2	GPR55 activation	Dynein transport	Dynein transport cytoplasmic EGFP	Dynein transport nuclear GR-EGFP	Dynein transport cell count
CCN1C(=O)/C(=C/c2ccc(N(CC)CC)cc2OC)C(=O)NC1=S	2.3%	55.9%	7.8%	28.0%	-53.8%[20 µM]	-27.4%	-4.0%	-0.1%	1.13	2.14	1.11	-1.62
CCCC1=C(C(=O)OCC)C2(C(=O)Nc3ccc(C)cc32)C(C#N)=C(N)O1 (stereo unspecified)	-1.5%	-11.0%	7.5%	2.5%	12.9%	-5.0%	-7.6%	-0.2%	-0.905	-0.362	-0.382	0.235
CC(=O)c1ccc2c(c1)C1C(Cl)C(Sc3ccccc3[N+](=O)[O-])CC1C(c1ccccc1)N2 (stereo unspecified)	3.6%	-2.3%	0.2%	-12.0%	12.5%	13.7%	-4.0%	0.5%	-0.00656	-0.183	-0.136	0.496
Cc1ccccc1CC(=O)N(CCN(C)C)CC1CCCN(Cc2ccccc2F)C1 (stereo unspecified)	/	/	-10.4%	-11.8%	-24.8%[20 µM]	8.1%	3.2%	0.3%	/	/	/	/
O=C(NC1CCCCC1)N1C[C@H]2C[C@@H](C1)c1cccc(=O)n1C2	/	/	13.2%	4.6%	23.0%	9.7%	-0.1%	0.0%	/	/	/	/
COc1ccc(CCN(C)Cc2ccncc2)cc1OC	2.3%	14.3%	-11.9%	20.1%	-8.3%	-4.6%	4.0%	0.8%	-0.589	-0.258	-0.104	0.00613
Fc1cccc(CCNCc2ccccn2)c1	-2.8%	15.8%	12.0%	5.8%	-16.0%	-3.8%	-0.6%	0.0%	-0.0725	-0.219	0.489	-0.036
COc1ccc2c3c([nH]c2c1)C(C)NCC3 (stereo unspecified)	4.7%	0.5%	11.2%	-5.9%	-16.1%	19.3%	-6.4%	-0.2%	0.0837	-0.0449	0.227	0.0625
O=C(N/N=C/c1c(O)n(C2CC2)c(=S)[nH]c1=O)c1ccccc1Cl	/	/	3.6%	4.8%	6.2%	5.5%	5.3%	0.3%	/	/	/	/
C#CCN(C)[C@H](C)Cc1ccccc1	-2.1%	0.3%	-0.4%	-13.0%	-2.6%	-4.6%	3.2%	-0.5%	/	/	/	/
COC(=O)C1=C(C)OC(N)=C(C#N)C12C(=O)Nc1ccccc12 (stereo unspecified)	4.2%	-2.5%	9.2%	-9.9%	-28.2%[20 µM]	1.8%	/	0.1%	-0.27	-0.204	-0.284	0.244
Cc1cc(/C=C2\C(=O)NC(=O)N(Cc3ccccc3Cl)C2=O)c(C)n1-c1ccc(C(=O)O)cc1	/	/	-10.9%	-30.2%	1.1%[20 µM]	19.9%	-1.6%	-0.1%	2.43	0.203	2.02	-2.28
CCOc1cc2c(cc1OCC)-n1cccc1C(c1c(O)cccc1OC)NC2 (stereo unspecified)	/	/	13.7%	-14.6%	7.8%	-7.7%	1.1%	0.0%	/	/	/	/
CC1CCCCN1CC(O)c1c[nH]c2ccccc12 (stereo unspecified)	/	/	4.0%	-3.8%	-5.9%	9.9%	-5.6%	0.0%	/	/	/	/
O=C(COc1ccc2ccccc2c1)N1CCN(C2CCN(Cc3ccccc3)CC2)CC1	4.3%	12.6%	-2.0%	-13.8%	-2.2%	-4.2%	-1.4%	0.2%	-0.232	-0.0546	0.0949	0.848
O=C(c1cccc(Cl)c1)C1CCCN(Cc2ccon2)C1 (stereo unspecified)	-3.6%	5.2%	5.7%	-24.1%	-10.3%[20 µM]	-3.1%	/	-0.1%	-0.0744	-0.212	-0.0178	-0.152
COc1cccc(-n2c(/C=C/c3ccccn3)nc3ccccc3c2=O)c1	/	/	3.6%	26.2%	-6.5%[20 µM]	13.7%	-2.3%	-0.1%	/	/	/	/
CC(=O)c1c(C)n(CC2CCCO2)c2ccc(O)cc12 (stereo unspecified)	-0.1%	9.5%	-15.8%	-13.1%	-6.1%	1.8%	1.5%	0.5%	1.57	-0.275	1.27	-0.785
NC1=C([N+](=O)[O-])C(c2ccc3c(c2)OCO3)c2c(c3ccccc3oc2=O)O1 (stereo unspecified)	1.3%	6.0%	-2.7%	-6.0%	18.8%	1.2%	-3.1%	-0.1%	0.207	-0.256	0.92	-0.849
C[C@H](NC(=O)N1C[C@H]2C[C@@H](C1)c1cccc(=O)n1C2)C(=O)Nc1cccc(F)c1	/	/	2.5%	33.6%	-25.9%[20 µM]	4.9%	-0.1%	-0.2%	/	/	/	/
Cc1ccc(C)c(NC(=O)CCNC(=O)N2C[C@H]3C[C@@H](C2)c2cccc(=O)n2C3)c1	/	/	13.1%	-6.1%	-10.3%[20 µM]	8.6%	0.9%	0.7%	/	/	/	/
Cn1c(O)c(C=NC2C(=O)C3(C)CCC2C3(C)C)c(=O)n(C)c1=O (stereo unspecified)	6.3%	5.6%	-3.1%	27.6%	-34.3%	5.5%	-4.3%	-0.1%	0.271	-0.0534	0.412	-1.02
Cc1[nH]c2ccccc2c1C(=O)CN1CC=C(c2ccccc2)CC1	10.8%	-6.2%	-1.6%	-34.0%	31.4%	-3.9%	-1.1%	-0.2%	-0.471	-0.248	0.605	-0.0406
CCCCn1c(O)c(C(C)=NCC2CCCO2)c(=O)[nH]c1=O (stereo unspecified)	-1.0%	-0.6%	4.4%	1.4%	42.4%	9.7%	-0.9%	0.0%	1.9	-0.0192	1.07	-0.332
FCCN(CCF)c1cccc(Cl)c1	-0.4%	3.9%	14.6%	2.4%	26.4%	-1.6%	4.9%	0.3%	0.0287	-0.217	0.437	0.308
CCOC(=O)C1(CCc2ccccc2)CCN(Cc2ccco2)CC1	9.4%	-1.0%	-31.1%	18.1%	-19.6%	3.8%	6.5%	-0.3%	-0.0777	-0.3	-0.089	0.759
CCn1cc(/C=c2/sc3n(c2=O)C2c4ccccc4OC(C)(N=3)C2C(=O)OC)c(C)n1 (stereo unspecified)	7.8%	12.7%	11.6%	2.4%	6.9%	-11.2%	-3.2%	-1.0%	1.05	-0.239	0.171	0.0073
Cc1ccc(C(=O)C2CN3CCC2CC3)cc1 (stereo unspecified)	-5.8%	4.4%	11.6%	22.8%	-87.5%	7.9%	-3.7%	-0.1%	1.1	-0.299	0.612	-0.14
CCOC(=O)c1c(C)[nH]c(C)c1C(=O)C(Cc1ccccc1)N(C)C (stereo unspecified)	/	/	10.8%	-1.9%	14.7%	6.0%	-4.8%	-0.1%	/	/	/	/
CCc1ccc(-n2c(O)c(/C=N/N3CCCCC3c3cccnc3)c(=O)[nH]c2=O)cc1 (stereo unspecified)	9.4%	1.6%	4.2%	-16.6%	16.7%	-6.8%	0.2%	-0.5%	-0.278	-0.222	0.0227	0.764
Cc1ccccc1-n1c(-c2ccoc2)nc2ccccc2c1=O	13.1%	5.2%	7.8%	-14.6%	11.7%[20 µM]	0.6%	0.3%	-0.1%	0.0498	-0.362	0.72	0.218
Cc1ccc2c(c1)CNc1ccccc1O2	-0.6%	-2.0%	3.8%	-29.6%	27.3%	-0.9%	-0.1%	0.2%	-0.45	-0.0306	-0.194	0.341
CCCCCCN=Cc1c(O)n(C)c(=O)n(C)c1=O	-1.8%	13.9%	20.0%	8.9%	24.3%	-8.0%	0.7%	-0.1%	-0.107	-0.117	-0.663	0.0405
Cc1ccnc(-n2c(C)nc3ccccc3c2=O)c1	3.4%	-12.7%	14.6%	-14.5%	-44.0%	-8.1%	-4.1%	0.0%	-0.0542	-0.198	0.211	-0.0825
COc1ccc(/C=C2/C(=O)N(Cc3ccco3)C(=O)N(C(C)C)C2=O)cc1	11.8%	37.9%	12.9%	-19.9%	10.3%	?	-3.4%	0.0%	2.15	-0.173	1.01	-1.33
CSc1nnc(C2CCNCC2)n1C	3.1%	0.8%	2.4%	-14.1%	-9.8%	-1.7%	0.5%	-0.1%	3.19	0.0224	2.01	-1.76
Fc1ccc(CNCCc2ccccc2)cc1	-1.3%	3.2%	2.7%	-26.1%	19.1%	0.4%	-0.1%	-0.2%	0.426	1.03	0.354	-0.0825
CCC(=O)N1CC(=O)Nc2ccc(Br)cc2C1c1ccccc1 (stereo unspecified)	3.7%	3.2%	18.1%	-13.1%	-16.8%[20 µM]	-7.6%	/	-0.1%	0.0693	-0.282	0.222	0.567
CCCCCc1nc2ccccc2c(=O)n1-c1ccc(Cl)cc1[N+](=O)[O-]	10.0%	6.9%	3.7%	2.2%	-23.4%	0.7%	1.1%	-0.1%	-0.621	-0.0338	-0.49	0.946
Cc1ccccc1NC1=NCCCS1	7.6%	5.0%	-0.7%	-10.3%	11.3%	-0.9%	-0.6%	-0.2%	0.112	-0.18	0.0565	-0.118
COC(=O)c1ccc(NC(=O)c2ccccc2NS(=O)(=O)c2ccccc2)cc1	13.4%	19.5%	6.09µM*	2.34µM*	-46.9%	10.8%	-0.4%	-0.2%	-0.692	0.587	-0.382	0.815
CCN(CC)c1ccc(/C=C2/C(=O)NC(=O)N(CC3CCCO3)C2=O)cc1 (stereo unspecified)	4.2%	23.7%	-4.2%	10.2%	-33.0%	27.6%	-0.4%	-0.1%	-0.17	-0.187	0.211	-0.111

Screening results (PubChem BioAssay)
